High-throughput results as filed in PubChem.
Pol beta inh: inhibitors of human DNA polymerase beta. Pol beta primer extension/strand displacement, fluorescence kinetic. AID 485314. Potency, µM (series often up to 114 µM), inactives show at the top dose activity change, negative = inhibition, hits mostly inhibitors. 1.3% of 340,000 active. P06746; further: on the % scale 0 is the no-effect control and ±100 the full control effect
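Human Pol beta at 10 nM; strand-displacement substrate 50 nM final. Compound exposure 15 min at room temperature before start, reaction 10 min at room temperature.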
POLI inh: DNA polymerase iota (human) inhibition; Q9UNA4; Pol iota fluorescent replication assay, 10 min; Potency, µM (doses to about 115 µM), for the others: at the highest dose activity, negative = inhibition, hits mostly inhibitors; 1% of 390,000 active; AID 588590
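Pol iota at 10 nM preincubated 15 min with compounds at room temperature; reaction started with fluorescent substrate, 50 nM final. Fluorescence read kinetically at 0 and 10 min; buffer-only wells as negative control.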
POLH inh: blocks human DNA polymerase eta activity. Potency, µM (doses to about 114 µM), without a hit: at the top dose activity change, negative = inhibition, usual class: inhibitors. 1.2% of 390,000 active. recombinant Pol eta, fluorescent DNA replication assay. Q9Y253; further: on the % scale 0 is the no-effect control and ±100 the full control effect
Target sequence (Q9Y253 whole entry, looked up): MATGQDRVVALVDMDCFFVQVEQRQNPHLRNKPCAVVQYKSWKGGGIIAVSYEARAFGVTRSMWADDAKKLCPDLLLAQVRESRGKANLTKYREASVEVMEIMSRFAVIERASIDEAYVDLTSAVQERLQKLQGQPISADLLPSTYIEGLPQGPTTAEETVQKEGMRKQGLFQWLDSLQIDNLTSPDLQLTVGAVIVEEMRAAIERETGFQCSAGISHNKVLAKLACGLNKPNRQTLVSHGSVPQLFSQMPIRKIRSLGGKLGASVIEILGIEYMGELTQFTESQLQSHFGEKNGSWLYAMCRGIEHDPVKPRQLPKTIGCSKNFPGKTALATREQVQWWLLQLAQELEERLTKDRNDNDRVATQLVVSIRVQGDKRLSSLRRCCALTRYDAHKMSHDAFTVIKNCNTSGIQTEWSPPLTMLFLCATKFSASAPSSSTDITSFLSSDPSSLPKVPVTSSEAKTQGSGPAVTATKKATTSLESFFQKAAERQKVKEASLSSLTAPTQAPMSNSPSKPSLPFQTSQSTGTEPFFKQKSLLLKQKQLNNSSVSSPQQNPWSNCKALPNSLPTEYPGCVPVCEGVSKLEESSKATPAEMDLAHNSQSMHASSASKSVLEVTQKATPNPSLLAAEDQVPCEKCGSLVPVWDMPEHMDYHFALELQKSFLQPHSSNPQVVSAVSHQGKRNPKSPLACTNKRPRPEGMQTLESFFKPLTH
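Fluorescent replication assay: 50 nM final substrate added after a 15 min room-temperature compound preincubation with 10 nM enzyme. Signal taken at 0 min and again at 10 min.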
BAZ2B inh: BAZ2B (human) inhibition | AlphaScreen BAZ2B-H3K14Ac peptide displacement | Q9UIF8 | 4.4% of 360,000 active | Potency, µM (titrated, usually from 114 µM), for inactives: at the top dose activity change, negative = inhibition, most hits filed as inhibitors; further: on the % scale 0 is the no-effect control and ±100 the full control effect; nearly all actives have a fitted effect of over 60% in size
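AlphaScreen displacement: compounds (up to 110uM) incubated 30 min at room temperature with a preformed 50 nM BAZ2B/50 nM biotinylated H3K14Ac peptide complex in PBS pH 7.4 with Tween-20. Donor and acceptor beads at 10 ug/mL final added, 20 min light-protected before reading.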
G9a block: blocks human histone lysine methyltransferase G9a; G9a H3K9 monomethylation, AlphaScreen, 2 h; Potency, µM (highest dose often 102 µM), for the others: top-dose activity, negative = inhibition, actives largely listed as inhibitors; 8.8% of 350,000 active; further: on the % scale 0 is the no-effect control and ±100 the full control effect; nearly all actives have a fitted effect of over 75% in size
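Compounds were preincubated with 20 nM G9a for 15 min, after which biotinylated H3K9 peptide (500 nM) and SAM (20 uM) started a 2 h room-temperature reaction. Monomethylated product was quantified by antibody-based AlphaScreen chemiluminescence.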
Pol kappa inh: inhibitors of human DNA polymerase kappa; Potency, µM (series often up to 107 µM), without a hit: top-dose activity, negative = inhibition, actives largely listed as inhibitors; purified Pol kappa, fluorescent DNA synthesis assay, 10 min; 0.53% of 400,000 active; Q9UBT6; further: on the % scale 0 is the no-effect control and ±100 the full control effect
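10 nM Pol kappa was preincubated with compounds for 15 min at room temperature. Reaction started with 50 nM (final) substrate. Fluorescence read kinetically at 0 and 10 min.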
JMJD2A Tudor inh: JMJD2A Tudor domain (human) inhibition; AlphaScreen JMJD2A-Tudor / H3K4me3 peptide binding; Potency, µM (top dose mostly 114 µM), for the others: top-dose activity change, negative = inhibition, actives largely listed as inhibitors; AID 504339; 4.4% of 390,000 active; O75164; further: on the % scale 0 is the no-effect control and ±100 the full control effect; nearly all actives have a fitted effect of over 50% in size
BLM helicase inh: Bloom syndrome helicase (human) inhibition | 0.2% of 350,000 active | recombinant BLM DNA unwinding, fluorescence dequenching | P54132 | Potency, µM (series often up to 56.1 µM), inactives show at the highest dose activity change, negative = inhibition, hits mostly inhibitors;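 further: plate controls were vehicle for no effect and no enzyme for full effect; nearly all actives have a fitted effect of over 35% in size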
APE1 inh: inhibitors of human APE1 endonuclease; Potency, µM (doses to about 65.8 µM), for inactives: at the top dose activity change, negative = inhibition, most hits filed as inhibitors; P27695; AID 2517; 0.35% of 350,000 active; recombinant APE1, TAMRA/BHQ-2 abasic DNA cleavage fluorescence;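 further: plate controls were vehicle for no effect and reference inhibitor for full effect; nearly all actives have a fitted effect of over 55% in size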
Target sequence (P27695 whole entry, looked up): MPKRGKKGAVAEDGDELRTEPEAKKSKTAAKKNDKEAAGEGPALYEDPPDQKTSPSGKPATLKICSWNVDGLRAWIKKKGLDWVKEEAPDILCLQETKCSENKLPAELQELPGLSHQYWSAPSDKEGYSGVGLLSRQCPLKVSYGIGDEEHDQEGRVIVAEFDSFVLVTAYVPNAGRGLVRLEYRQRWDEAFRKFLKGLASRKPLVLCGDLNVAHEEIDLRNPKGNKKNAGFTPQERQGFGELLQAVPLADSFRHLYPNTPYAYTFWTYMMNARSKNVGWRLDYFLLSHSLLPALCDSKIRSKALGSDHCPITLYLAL
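Endonuclease cleavage of a quenched abasic-site DNA duplex (50 nM) by APE1 (0.75 nM) was tracked by TAMRA dequenching. Compounds were preincubated with enzyme 15 min at room temperature; data normalized to buffer-only and DMSO wells plus NSC13755 control.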
An asterisk follows results filed as active; ? = inconclusive; / = not tested or not shown; [ ] = remark or other dose. The call rests on the fitted dose curve; in most records, active means well fitted curve in the direction sought with a large enough effect; inconclusive means small, poorly fitted or top-dose-only effect, or another doubt; inactive means no such curve, though single readings can be large; an effect the other way counts as inactive or inconclusive. Potency means the concentration at half of the fitted maximal effect.

Assay codes: A = Pol beta inh; B = POLI inh; C = POLH inh; D = BAZ2B inh; E = G9a block; F = Pol kappa inh; G = JMJD2A Tudor inh; H = BLM helicase inh; I = APE1 inh
COc1ccc(/C=C/C(=O)N(CC(C)C)CC(C)C)cc1Br
  A: -1%; B: 9%; C: -10%; D: 4%; E: 13%[59 µM]; F: -10%; G: 5%; H: -9%; I: -5%

Cc1cc(-c2ccccc2C(=O)NCc2ccccc2)on1
  A: 0%; B: 3%; C: -17%; D: 0%; E: 3%[59 µM]; F: 2%; G: -5%; H: -1%; I: 0%

NC(=O)CC(NC(=O)c1cccc(Br)c1)c1ccc(NC2CCN(Cc3ccccc3)CC2)c([N+](=O)[O-])c1 (stereo unspecified)
  A: 2%; B: 7%; C: -25%; D: ?; E: 50µM*; F: 6%; G: ?; H: -4%; I: 42%

CCc1cccc(C)c1NC(=O)CCS(=O)(=O)c1ccc2c(c1)oc(=O)n2C
  A: -17%; B: ?; C: -2%; D: 3%[57.1 µM]; E: 10µM*; F: -25%; G: 79µM*; H: 0%; I: /

CCNC(=O)CC1SC(=Nc2ccccc2C)N(C)C1=O (stereo unspecified)
  A: 0%; B: 22%; C: -14%; D: 2%; E: 17%[59 µM]; F: -2%; G: 0%; H: 5%; I: 8%

CCOC(=O)c1c(N)sc(C(=O)N(C)C)c1CN1CCOCC1
  A: 4%; B: -12%; C: -9%; D: 21%; E: -4%[59 µM]; F: -13%; G: -11%; H: 1%; I: -7%

COc1ccc(N(C(=O)c2csnn2)C(C(=O)NC2CCCC2)c2ccccc2)cc1 (stereo unspecified)
  A: 1%; B: 61%[activator]; C: -19%; D: 10%; E: 16%; F: -4%; G: 2%; H: -3%; I: 43%

COc1ccccc1CNC(=O)C(C)n1nc(C)n2c(cc3occc32)c1=O (stereo unspecified)
  A: 20%; B: 2%; C: -16%; D: -18%; E: 35%; F: 5%; G: ?; H: 4%; I: 40%

O=C(Nc1ccccc1)c1snc2c(=O)[nH]cnc12
  A: ?; B: 68%[activator]; C: -21%; D: -15%; E: 2%; F: 1%; G: -11%; H: -6%; I: 2%

COc1ccc(N2CC(C(=O)Nc3nnc(SCc4ccccn4)s3)CC2=O)cc1 (stereo unspecified)
  A: ?; B: ?; C: -18%; D: -6%; E: 50µM*; F: -8%; G: -15%; H: -2%; I: -5%

CCOC(=O)/C(=C/c1ccc(OC)cc1)NC(=O)c1ccco1
  A: 2%; B: -4%; C: -23%; D: -5%; E: -8%[59 µM]; F: 1%; G: 2%; H: 1%; I: 1%

CCN(CC)C(=O)Oc1ccc2c(=O)c(-c3ccc(OC)cc3)coc2c1
  A: 31%; B: 15%; C: -5%; D: 1%; E: 26%[2.33 µM]; F: -6%; G: -6%; H: -1%; I: 0%

CCOC(=O)CSc1ccc(-c2nc3ccccc3[nH]2)cn1
  A: -14%; B: 5%; C: 3%; D: -19%; E: ?; F: -21%; G: -10%; H: 1%; I: -6%

COc1ccc2oc(C(=O)OCC(=O)N3CCCC3=O)c(C)c2c1
  A: /; B: 19%; C: -14%; D: 4%; E: -7%[2.33 µM]; F: -1%; G: -10%; H: /; I: 38%[activator]

COc1ccccc1N1CCN(C(=O)C(OC(C)=O)c2ccccc2)CC1 (stereo unspecified)
  A: 3%; B: 23%; C: -9%; D: 5%; E: -29%; F: 5%; G: -15%[57.1 µM]; H: 2%; I: 0%

O=C(CCCC(=O)c1ccccc1)Nc1ccc(O)cc1
  A: -18%; B: ?; C: 6%; D: -24%; E: -21%; F: -27%; G: -18%; H: -6%; I: 30%[activator]

CCCCC(O)(CCCC)C(=O)N/N=C(\C)c1ccc(Cl)cc1
  A: 0%; B: 18%; C: -19%; D: 3%; E: /; F: 2%; G: -1%; H: -1%; I: 11%

Cc1ccc(S(=O)(=O)N2CCN(C(=O)CCc3c[nH]c4ccccc34)CC2)cc1
  A: /; B: 12%; C: -19%; D: -28%; E: -1%[59 µM]; F: -13%; G: -12%; H: /; I: -4%

Cc1cc(C)n(CC(=O)n2c(C)c(C)c3ccccc32)n1
  A: -1%; B: 1%; C: -13%; D: 6%; E: 17%[59 µM]; F: 6%; G: -15%; H: 3%; I: 3%

O=C(c1cccc(C(=O)N(c2ccccn2)C2CCCCC2)c1)N(c1ccccn1)C1CCCCC1
  A: 0%; B: 14%; C: -19%; D: -2%; E: 12%; F: 2%; G: -1%; H: 0%; I: -4%

COc1ccc(C)cc1NC(=O)CN1C(=O)COc2ccc(S(=O)(=O)N3CCCCC3)cc21
  A: -30%; B: 12%; C: -13%; D: -24%; E: 16%[59 µM]; F: 10%; G: -7%; H: -1%; I: 33%

COc1ccc(CNC(=O)CSc2nc3cccnc3s2)cc1
  A: -1%; B: 37%[activator]; C: -17%; D: -2%; E: 6%; F: -6%; G: 2%; H: -1%; I: 5%

COc1cc(/C=N/NC(=S)NCc2ccco2)cc(OC)c1OC
  A: 2%; B: 5%; C: ?; D: -32%; E: 23%[59 µM]; F: -2%; G: -29%; H: -6%; I: 3%

CCc1nn(CC(=O)NCCc2ccc(Cl)cc2)c(=O)c2cccn12
  A: -4%; B: 4%; C: -4%; D: -2%; E: /; F: -9%; G: -14%; H: 1%; I: -19%

CCN(C(=O)c1coc(=O)c2ccccc12)c1cc(OC)ccc1OC
  A: -6%; B: -1%; C: 7%; D: 8%; E: -25%[12.7 µM]; F: -18%; G: -14%; H: -1%; I: 3%

A draw from above in order of molecular weight, rising:
Assay codes: A = Pol beta inh; B = POLI inh; C = POLH inh; D = BAZ2B inh; E = G9a block; F = Pol kappa inh; G = JMJD2A Tudor inh; H = BLM helicase inh; I = APE1 inh
O=C(Nc1ccccc1)c1snc2c(=O)[nH]cnc12
  A: ?; B: 68%[activator]; C: -21%; D: -15%; E: 2%; F: 1%; G: -11%; H: -6%; I: 2%

Cc1cc(C)n(CC(=O)n2c(C)c(C)c3ccccc32)n1
  A: -1%; B: 1%; C: -13%; D: 6%; E: 17%[59 µM]; F: 6%; G: -15%; H: 3%; I: 3%

O=C(CCCC(=O)c1ccccc1)Nc1ccc(O)cc1
  A: -18%; B: ?; C: 6%; D: -24%; E: -21%; F: -27%; G: -18%; H: -6%; I: 30%[activator]

CCOC(=O)/C(=C/c1ccc(OC)cc1)NC(=O)c1ccco1
  A: 2%; B: -4%; C: -23%; D: -5%; E: -8%[59 µM]; F: 1%; G: 2%; H: 1%; I: 1%

COc1ccc2oc(C(=O)OCC(=O)N3CCCC3=O)c(C)c2c1
  A: /; B: 19%; C: -14%; D: 4%; E: -7%[2.33 µM]; F: -1%; G: -10%; H: /; I: 38%[activator]

COc1ccc(CNC(=O)CSc2nc3cccnc3s2)cc1
  A: -1%; B: 37%[activator]; C: -17%; D: -2%; E: 6%; F: -6%; G: 2%; H: -1%; I: 5%

COc1ccccc1CNC(=O)C(C)n1nc(C)n2c(cc3occc32)c1=O (stereo unspecified)
  A: 20%; B: 2%; C: -16%; D: -18%; E: 35%; F: 5%; G: ?; H: 4%; I: 40%

New compounds follow:
Assay codes: A = Pol beta inh; B = POLI inh; C = POLH inh; D = BAZ2B inh; E = G9a block; F = Pol kappa inh; G = JMJD2A Tudor inh; H = BLM helicase inh; I = APE1 inh
CCCCn1c(N)c(N(CC)C(=O)CCNC(=O)NC23CC4CC(CC(C4)C2)C3)c(=O)[nH]c1=O
  A: 10%; B: -3%; C: -12%; D: 1%; E: -20%; F: -3%; G: -18%; H: 0%; I: -3%

CCOC(=O)C(NC(=O)c1ccc(OC)cc1)(N1CCCC1=O)C(F)(F)F (stereo unspecified)
  A: 11%; B: -3%; C: -19%; D: -3%; E: -10%; F: -13%; G: 2%; H: 2%; I: 0%

COc1ccccc1CNc1ncnc2c1cnn2-c1ccc(C)cc1
  A: 3%; B: 8%; C: -24%; D: 8%; E: 8%[59 µM]; F: -4%[60.1 µM]; G: -10%; H: -9%; I: /

COc1ccc(S(=O)(=O)NCc2ccc3c(c2)CCN3C(=O)c2ccccc2)cc1OC
  A: 29%; B: 0%; C: -19%; D: -1%; E: 12%[59 µM]; F: -11%[60.1 µM]; G: -34%; H: -3%; I: /

COc1cccc(NC(=O)CN(C)C(=O)C23CC4CC(CC(Cl)(C4)C2)C3)c1
  A: /; B: -6%; C: -5%; D: 4%; E: 0%[12.7 µM]; F: -9%; G: -12%; H: /; I: -4%

O=C(OCc1nc2ccsc2c(=O)[nH]1)c1cc(Br)c(Br)s1
  A: /; B: -3%; C: -6%; D: -11%; E: -14%; F: -3%; G: -20%; H: /; I: -19%

CSc1nnc(N2C(=O)C(O)=C(C(=O)c3ccc(C)o3)C2c2ccc(C)cc2)s1 (stereo unspecified)
  A: 3%; B: 0%; C: -18%; D: ?; E: -3%[0.501 µM]; F: -20%; G: -14%; H: -9%; I: -18%

O=C(Cc1ccccc1)NNc1ccc2ccccc2c1
  A: 0%; B: 10%; C: -2%; D: -29%; E: ?; F: -10%; G: -16%; H: -2%; I: -2%

Cc1csc(NC(=O)c2cncc(Br)c2)n1
  A: 0%; B: 3%; C: 4%; D: -16%; E: -3%; F: 0%; G: -12%; H: -2%; I: 8%

Fc1ccc(CSc2ncnc3scc(-c4ccccc4)c23)cc1
  A: 33%; B: 18%; C: -23%; D: 68%[activator]; E: 27%[59 µM]; F: -7%; G: 78%[activator]; H: -8%; I: -2%

Cc1ccc(O)c(C(CC(=O)NC2CCCCC2)c2ccccc2)c1 (stereo unspecified)
  A: 18%; B: -5%; C: -5%; D: 8%; E: 3%; F: -6%; G: -20%; H: -1%; I: -2%

CCOc1cc(/C=C/C(=O)O)ccc1OCCO
  A: -9%; B: -6%; C: 0%; D: -13%; E: 8%; F: 4%; G: 35µM*; H: -3%; I: -5%

CCCc1cc(-c2[nH]ncc2-c2ccc3c(c2)OCCCO3)c(O)cc1O
  A: 17%; B: 13%; C: -14%; D: ?; E: -19%[12.7 µM]; F: -9%; G: 40µM*; H: -15%; I: 2%

Cc1cc(C)c2c(CN3CCCCC3C)cc(=O)oc2c1 (stereo unspecified)
  A: 10%; B: -7%; C: -15%; D: 2%; E: 1%; F: -13%; G: 20%; H: -4%; I: 0%

N#CCCN(Cc1ccccc1)S(=O)(=O)c1cccs1
  A: 12%; B: -24%; C: -7%; D: 0%; E: 17%; F: 8%; G: 13%; H: 1%; I: -14%

Cc1c(NC(=O)CCCN2C(=O)c3cccc4cccc(c34)C2=O)c(=O)n(-c2ccccc2)n1C
  A: -2%; B: 4%; C: 2%; D: -7%; E: -38%; F: -6%; G: -13%; H: 4%; I: -3%

An excerpt; rates above refer to the full screens.
